# ZTA DNA inh = counter-screen for EBNA-1 inhibitors: inhibitors of Epstein-Barr virus ZTA | P03206 | ZTA-DNA binding, fluorescence polarization | inhibition, % at 11 µM | 0.15% of 320,000 active | AID 2234; in the data active = inhibition above about 33%
# Target sequence (P03206 whole entry, looked up): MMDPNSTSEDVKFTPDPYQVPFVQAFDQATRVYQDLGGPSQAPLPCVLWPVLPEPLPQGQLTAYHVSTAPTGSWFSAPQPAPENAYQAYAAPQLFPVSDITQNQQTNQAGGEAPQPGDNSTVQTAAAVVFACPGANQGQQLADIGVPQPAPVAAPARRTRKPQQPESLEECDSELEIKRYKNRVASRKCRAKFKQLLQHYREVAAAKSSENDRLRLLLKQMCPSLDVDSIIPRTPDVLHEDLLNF
# PP5 inh = inhibitors of human protein phosphatase 5 (PP5); P53041; purified PP5c, OMFP substrate fluorescence; inhibition, % at 6.7 µM; 0.18% of 320,000 active; AID 1987;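 active = inhibition above the campaign's mean inhibition across all tested compounds plus 3 SD, cut at about 9.5% in these data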;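 note: 0% = DMSO only and 100% = 100 µM cantharidin control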
# Target sequence (P53041 whole entry, looked up): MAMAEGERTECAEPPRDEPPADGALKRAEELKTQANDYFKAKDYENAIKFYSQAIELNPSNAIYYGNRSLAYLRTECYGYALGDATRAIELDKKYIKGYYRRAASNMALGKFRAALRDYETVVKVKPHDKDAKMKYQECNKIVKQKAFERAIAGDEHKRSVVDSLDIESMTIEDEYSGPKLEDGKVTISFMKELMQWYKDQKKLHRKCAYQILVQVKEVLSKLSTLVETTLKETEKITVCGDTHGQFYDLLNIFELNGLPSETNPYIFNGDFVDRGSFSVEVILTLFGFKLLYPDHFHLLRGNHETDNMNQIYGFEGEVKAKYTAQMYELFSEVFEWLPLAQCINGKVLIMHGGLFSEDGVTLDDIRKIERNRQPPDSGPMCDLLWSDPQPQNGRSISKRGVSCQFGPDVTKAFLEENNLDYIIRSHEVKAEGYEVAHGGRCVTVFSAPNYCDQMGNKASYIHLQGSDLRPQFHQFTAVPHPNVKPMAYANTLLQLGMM
# core dimer inh = blocks dimerization of HCV core protein | TR-FRET GST/Flag-core106 dimerization, 1536-well | inhibition, % at 5 µM | 0.33% of 300,000 active | AID 1899;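 active = inhibition above the mean of all tested compounds plus 3 SD, set per screening campaign, cut at about 45% in these data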
#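 test system = GST/Flag-tagged HCV core106 proteins | probe or stimulus = Eu donor and XL665 acceptor anti-tag antibodies | times = compound-protein-antibody incubation 4 h at 22.5 °C | signal = TR-FRET, excitation 340 nm, emission 617 and 671 nm | measure = percent inhibition of core106 dimerization signal | controls = wells lacking GST-core106 and wells with excess unlabelled core106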
# TPT1 inhibitor = C. albicans TPT1 enzyme inhibition | recombinant caTPT1, FP RNA substrate dephosphorylation | AID 1962 | inhibition, % at 5 µM | 0.81% of 300,000 active;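 active = inhibition above the mean of all tested compounds plus 3 SD, set per screening campaign, cut at about 24% in these data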;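 note: plate controls were DMSO alone for no effect and ferristatin control at 100 nM for full effect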
# PP1 inh = counter-screen for PP5 inhibitors: inhibitors of human PP1-alpha; inhibition, % at 6.7 µM; AID 2235; P62136; 0.9% of 320,000 active; purified PP1alpha, OMFP fluorescence;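 active = inhibition above the mean inhibition of all tested compounds plus 3 SD, computed separately for each screening campaign, cut at about 15% in these data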
# CTSL1 counter = counter-screen for PFM18AAP inhibitors: inhibitors of F. hepatica cathepsin L1 | recombinant F. hepatica cathepsin L1, Z-Leu-Arg-MCA fluorescence | inhibition, % at 5.96 µM | 0.49% of 300,000 active | AID 1906;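 active = inhibition above the mean of all tested compounds plus 3 SD, set per screening campaign, cut at about 17% in these data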;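 note: 0% = plate median of test compound wells and 100% = 1 µM Z-Phe-Ala-diazomethylketone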
# Yeast superoxide = lowers age-related superoxide in aged yeast cells; S. cerevisiae aged cells, superoxide DHE fluorescence; active compounds read low; superoxide response (% of plate mean), % at 10 µM; 0.18% of 330,000 active;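 active = superoxide response under a set limit, about three screen SD below normal, cut at about 65% in these data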;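 note: yeast aged for seven days with compound at 30 °C before DHE staining; 100% = average MFI of all compound-treated wells on the plate with controls excluded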
# JMJD2C inh = inhibitors of human GASC-1 (JMJD2C) demethylase; Q9H3R0; GST-JMJD2C(1-420) H3K9me3 demethylation, DELFIA europium; inhibition, % at 2.35 µM; 0.069% of 330,000 active; AID 2099;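 active = more than half of a compound's replicate wells show inhibition beyond 50%, single wells judged on their own value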;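 note: signal counts dimethyl H3K9 product captured on neutravidin plate; 0% = median of DMSO wells and 100% = 0.3 times that DMSO median; strong numbers were not always called active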
# EBNA-1 inh = blocks EBNA-1 binding to DNA; EBNA-1 DNA binding, fluorescence polarization; inhibition, % at 14.8 µM; 0.34% of 300,000 active; in the data active = inhibition above about 28%
# Active calls of the source: *; / = no result given; & = joins results of further samples. Random draw from the library; about 3.1% have a hit in one of these screens.
# Sequence of screens – ZTA DNA inh	PP5 inh	core dimer inh	TPT1 inhibitor	PP1 inh	CTSL1 counter	Yeast superoxide	JMJD2C inh	EBNA-1 inh
1. CC(Cc1cccs1)NC(=O)c1cccs1 (configuration not stated)
→ -10	2.7	-3	2	2	-1	91	-2	8
2. Cc1ccc(S(=O)(=O)NCC(=O)N2CCN(S(=O)(=O)c3ccc(Cl)cc3)CC2)cc1C
→ -12	2.1	4	-2	-6	-2	98	-7	-3
3. O=C(CN1CCN(c2ccccc2)CC1)N/N=C/c1cccc(F)c1
→ -8	-1.4	-2	-3	-2	-1	94	-5	5
4. COc1ccc(C(=O)CCC(=O)N2CCN(c3ccc(N4CCOCC4)nn3)CC2)cc1
→ 0	0.7	-4	1	-4	-8	103	14	4
5. COC(=O)c1ccc(/C=N/N2CCN(Cc3ccc(Cl)cc3)CC2)cc1
→ -5	0.6	-3	-2	-3	2	101	-11	1
6. Cc1ccc(OCC(=O)OC(C)C(=O)NC2CCCCC2C)cc1C (configuration not stated)
→ -10	0.9	/	/	1	/	108	-10	/
7. Cc1cc(OC(=O)c2ccco2)c2c(C)cc(=O)oc2c1
→ 13	-0.8	0	-6	9	-3	93	-7	17
8. COC(=O)c1[nH]c2cc(OC)ccc2c1NC(=O)CCN1CCSCC1
→ 7	0.7	1	1	-1	-2	104	1	-8
9. C=CCN(C(=O)c1ccccc1)c1ccc(OC)cc1
→ 14	-0.3	0	-3	-5	-2	114	-10	-11
10. CCn1c(SCC(=O)NCc2ccc(F)cc2)nc2c(c1=O)SC(C)C2 (configuration not stated)
→ 8	-1.2	-3	-3	-1	2	91	8	10
11. Cc1cc(C)c(NC(=O)C(C)c2cccc(C(=O)c3ccccc3)c2)c(C)c1 (configuration not stated)
→ -10	-0.4	14	-2	-1	3	113	2	8
12. CC(=O)n1cc([C@H]2C=C(C(=O)N3CCOCC3)O[C@@H](OCc3ccc(CO)cc3)C2)c2ccccc21
→ -3	-0.9	-13	-1	-5	1	98	-1	5
13. CC(Sc1ncnc2sc(-c3ccccc3)cc12)C(=O)NCC1CCCO1 (configuration not stated)
→ -12	-0.4	11	0	0	0	109	-6	-4
14. O=S1(=O)CCN(OCc2ccc(F)cc2Cl)CC1
→ -18	-2.9	-3	-2	12	8	132	-10	-3
15. COc1ccc(NC(=O)CN2C(=O)NC3(CCCCC3C)C2=O)cc1OC (configuration not stated)
→ -5	0.2	/	/	-3	/	92	-1	/
16. CCN(CC)C(=O)NC(c1ccc(C)c(F)c1)C(Cl)(Cl)Cl (configuration not stated)
→ 9	2.1	-6	2	0	3	114	-1	-4
17. Cc1noc(C)c1C(=O)N(CC(C)C)c1nc2ccccc2s1
→ -5	2.2	4	0	-3	2	61*	-18	-1
18. COc1ccc(CCNC(=O)Cn2cnc3c(cnn3-c3ccccc3Cl)c2=O)cc1OC
→ 7	1.7	-4	3	-1	1	125	17&4	8
19. CCN(CC)S(=O)(=O)c1cc(C(=O)Nc2ccccc2C(=O)O)ccc1OC
→ -8	4.7	0	4	-1	2	105	-2	-10
20. COc1ccc(-n2cc(CN(C)Cc3n[nH]c(=O)[nH]3)c(-c3cccc(F)c3)n2)cc1
→ -8	-2.1	2	-2	4	5	108	-3	-6
21. Cc1ccc2nc(Cl)c(-c3ccccc3)cc2c1
→ 4	4.1	-7	-1	-2	0	98	-11	8
22. CCOC(=O)c1nnn2c1nc(N1CCCCC1)c1ccccc12
→ 15	-0.5	-16	-1	4	-1	112	-11	1
23. CC1(C)CC(NC(=O)C(F)(F)F)CC(C)(C)N1OC(=O)c1ccco1
→ 3	-4.2	-2	-3	-6	0	118	14	-12
24. CCN(N=O)[C@@H](Cc1ccccc1)CN(N=O)[C@@H](Cc1ccccc1)CN(C)N=O
→ -2	4.9	0	-1	2	2	99	-2	4
25. CN(C)N=C1c2cc(S(=O)(=O)N3CCOCC3)ccc2-c2ccc(S(=O)(=O)N3CCOCC3)cc21
→ -3	2.6	5	4	4	0	103	-3	2
26. CCN(CC(=O)Nc1ccc(NC(C)=O)cc1)CC(=O)Nc1ccc(F)c(Cl)c1
→ -10	-1.8	-3	0	-2	4	103	-1	2
27. CC1CCN(S(=O)(=O)c2ccc3[nH]c(=O)cc(C(=O)O)c3c2)CC1
→ 2	1.6	-1	0	2	1	83	-37	2
28. CC(N=Cc1cccc(O)c1O)c1ccccc1 (configuration not stated)
→ -11	1.4	2	-10	11	-3	92	8	2
29. COC(=O)CC(NS(=O)(=O)c1cccs1)c1ccccc1Cl (configuration not stated)
→ 14	1.6	-1	2	1	-1	104	5	2
30. O=C(Oc1ccccc1C(=S)N1CCOCC1)c1ccccc1
→ 1	1.1	-2	1	2	-3	97	16	-9

# Reprinted from the part before: 6 compounds; new compounds follow.
# Key to letters – A = ZTA DNA inh; B = PP5 inh; C = core dimer inh; D = TPT1 inhibitor; E = PP1 inh; F = CTSL1 counter; G = Yeast superoxide; H = JMJD2C inh; I = EBNA-1 inh
(25) CN(C)N=C1c2cc(S(=O)(=O)N3CCOCC3)ccc2-c2ccc(S(=O)(=O)N3CCOCC3)cc21
  A: -3 | B: 2.6 | C: 5 | D: 4 | E: 4 | F: 0 | G: 103 | H: -3 | I: 2
(26) CCN(CC(=O)Nc1ccc(NC(C)=O)cc1)CC(=O)Nc1ccc(F)c(Cl)c1
  A: -10 | B: -1.8 | C: -3 | D: 0 | E: -2 | F: 4 | G: 103 | H: -1 | I: 2
(27) CC1CCN(S(=O)(=O)c2ccc3[nH]c(=O)cc(C(=O)O)c3c2)CC1
  A: 2 | B: 1.6 | C: -1 | D: 0 | E: 2 | F: 1 | G: 83 | H: -37 | I: 2
(28) CC(N=Cc1cccc(O)c1O)c1ccccc1 (configuration not stated)
  A: -11 | B: 1.4 | C: 2 | D: -10 | E: 11 | F: -3 | G: 92 | H: 8 | I: 2
(29) COC(=O)CC(NS(=O)(=O)c1cccs1)c1ccccc1Cl (configuration not stated)
  A: 14 | B: 1.6 | C: -1 | D: 2 | E: 1 | F: -1 | G: 104 | H: 5 | I: 2
(30) O=C(Oc1ccccc1C(=S)N1CCOCC1)c1ccccc1
  A: 1 | B: 1.1 | C: -2 | D: 1 | E: 2 | F: -3 | G: 97 | H: 16 | I: -9
(31) CN(C)C(CNc1ncnc2sccc12)c1ccccc1 (configuration not stated)
  A: 3 | B: -0.6 | C: 2 | D: 0 | E: -2 | F: 2 | G: 91 | H: -2 | I: 9
(32) Cc1ccc(Cl)cc1NC(=O)CN1C(=O)COc2ccc(S(=O)(=O)N3CCOCC3)cc21
  A: 4 | B: 1.6 | C: 7 | D: -1 | E: 1 | F: 2 | G: 81 | H: -10 | I: 13
(33) COc1ccc(-c2nc(N)nc(C(F)(F)F)c2-c2ccccc2OC)c(O)c1
  A: 12 | B: 2.6 | C: 0 | D: 0 | E: -1 | F: 5 | G: 101 | H: -2 | I: 5
(34) CCCOc1ccc(Br)cc1/C=N/O
  A: -4 | B: 4.3 | C: 3 | D: 5 | E: 0 | F: -2 | G: 81 | H: 9 | I: -1
(35) S=C(NCc1ccco1)N1CCN(Cc2ccc(Cl)cc2Cl)CC1
  A: 9 | B: 1.6 | C: 0 | D: -3 | E: 1 | F: 7 | G: 110 | H: -7 | I: 10
(36) Cc1ccc(CNC(=O)COc2ccc(C)nc2[N+](=O)[O-])cc1
  A: -12 | B: 1.6 | C: -3 | D: 1 | E: 5 | F: -1 | G: 96 | H: -8 | I: 1
(37) CCN(CC)C(=O)COc1ccc(CC(=O)O)cc1OC
  A: 2 | B: -0.3 | C: -2 | D: -6 | E: -6 | F: 0 | G: 96 | H: 1 | I: 3
(38) CC1CCN(C(=O)C2CCN(c3ncnc4c3nc3n4CCCCC3)CC2)CC1
  A: 2 | B: 1.0 | C: -4 | D: -2 | E: 1 | F: -2 | G: 89 | H: 18 | I: -4
(39) COc1cccc(C(=O)Cn2c(=O)n(CCC(=O)NCC3CCCO3)c(=O)c3cc(OC)c(OC)cc32)c1 (configuration not stated)
  A: -2 | B: -2.5 | C: 1 | D: 3 | E: -3 | F: 0 | G: 116 | H: -2 | I: 3
(40) CCn1c2ccccc2c2cc(NC(=O)Cc3ccc(S(=O)(=O)N4CCOCC4)s3)ccc21
  A: 15 | B: 1.1 | C: 60* | D: 6 | E: 8 | F: 1 | G: 105 | H: 3&22 | I: 9
(41) O=S1(=O)N=C(Nc2ccc(S(=O)(=O)N3CCCCC3)cc2)c2ccccc21
  A: 4 | B: 0.2 | C: 5 | D: -1 | E: 10 | F: -4 | G: 111 | H: 8 | I: -2
(42) Cc1nc2ccccc2c(=O)n1NC(=O)c1cccc([N+](=O)[O-])c1
  A: -7 | B: 2.8 | C: -2 | D: -4 | E: -1 | F: -5 | G: 100 | H: 1 | I: -4
(43) CCOC(=O)c1ccccc1NC(=O)C1CC(=O)N(C(C)(C)C)C1 (configuration not stated)
  A: -4 | B: 0.0 | C: -1 | D: 0 | E: -4 | F: 1 | G: 105 | H: 4 | I: -7
(44) CCOC(=O)C(C)Sc1ccc2nnc(CCNS(=O)(=O)c3ccccc3)n2n1 (configuration not stated)
  A: 0 | B: -1.5 | C: -1 | D: -1 | E: 1 | F: 0 | G: 98 | H: 6 | I: 4
(45) C=CCn1c(=O)c2c(nc3n2CC(C)CN3c2cccc(OC)c2)n(C)c1=O (configuration not stated)
  A: 19 | B: -0.7 | C: 0 | D: -4 | E: -2 | F: 0 | G: 97 | H: -2 | I: 8
(46) Cc1cccc(NC(=O)CSc2nccn2Cc2ccco2)c1
  A: 5 | B: 2.1 | C: 0 | D: 2 | E: -5 | F: 0 | G: 94 | H: -7 | I: 2
(47) O=C(O)C(c1ccccc1)N1CCCC1 (configuration not stated)
  A: -8 | B: 3.0 | C: -4 | D: -7 | E: 9 | F: -1 | G: 91 | H: 6 | I: 4
(48) Cc1ccc(CN(C)C(=O)c2ccc(NS(=O)(=O)c3ccc4[nH]c(=O)[nH]c4c3)cc2)cc1
  A: 6 | B: 4.0 | C: -2 | D: 0 | E: -1 | F: -3 | G: 119 | H: -6 | I: 1

# Bioassay records deposited in PubChem by several laboratories.
